Screens (PubChem BioAssay)
RT RNaseH block – inhibitors of HIV-1 reverse transcriptase RNase H. P04585. RT-RNase H RNA/DNA duplex cleavage, fluorescence. inhibition, % at 10 µM. 65,000 compounds, 1.9% hits; in the data active means inhibition above about 50%
RmlCD inh mix – mixture blocks RmlC and RmlD coupled enzyme activity | inhibition, % at 5.5 µM | 110,000 compounds, 0.39% hits | AID 1532 | RmlC/RmlD coupled enzyme inhibition, 384-well mixture HTS; in the data active means inhibition above about 30%, passing the limit was not always enough; further: strong numbers were not always called active
An asterisk follows results filed as active; x = no result given.

SMILES	RT RNaseH block	RmlCD inh mix
CC(C)Oc1ccccc1C1CC(=O)Nc2cc3c(cc21)OCCO3 (centres undefined)	-58	-14
Cc1onc(-c2ccccc2Cl)c1C(=O)NCC1CCCO1 (centres undefined)	-4	12
COC(=O)C1=C(C)N(CCCC(=O)O)C(=O)NC1c1ccc([N+](=O)[O-])cc1 (centres undefined)	x	7
Oc1c(CN2CCOCC2)cc(COCc2ccccc2)c2cccnc12	12	x
CCOc1cc(-c2cc(-c3ccc(N)cc3)nc(N)c2C#N)ccc1O	-18	-245
COC(=O)C1=C(c2ccc(S(C)(=O)=O)cc2)C[C@@H]2CC[C@H]1N2C(=O)NCc1ccccc1	x	2
CO/N=C(\Cn1ncc(N2CCCC2)c(Cl)c1=O)c1ccc(Cl)cc1	x	-7
O=C(Cn1c(=O)sc2ccccc21)Nc1ccccc1	x	-8
CCCOc1ccc2ccccc2c1/C=N/n1c(C)nnc1-n1nc(C)cc1C	-58	-2
CCOc1cc(C(N)=O)cc(Br)c1OCC	x	-6
CN1CCOCCOCCN(C)C1=O	x	-6
Cc1ccc(NCCC(=O)c2ccc(Br)cc2)cc1	x	-18
O=C(NC(Cc1ccccc1)c1ccc2c(c1)OCCCO2)c1ccccc1F (centres undefined)	x	0
C=CCn1c(SCc2nc(N)nc(N(C)C)n2)nnc1-c1cccnc1	-25	x
O=C(NCCCn1ccnc1)c1cc(C(=O)C2CC2)c[nH]1	x	3
COCc1[nH]nc2c1C(c1ccc(OC)cc1)C(C#N)=C(N)O2 (centres undefined)	6	-9
Nc1nc(N2CCCCC2)nc(N(c2ccccc2)c2ccccc2)n1	-7	2
Cc1cc(=O)[nH]c(N2CCN(C(c3ccccc3)c3ccccc3)CC2)n1	4	4
Cc1cc2nnc(SCCCCN3C(=O)c4ccccc4C3=O)n2c2ccccc12	x	2
O=C(Nc1ccc(/C=C/c2nc3ccccc3o2)cc1)c1ccc(F)cc1	x	-31

Ordered by number of heavy atoms (descending): four of the compounds above
SMILES	RT RNaseH block	RmlCD inh mix
CCCOc1ccc2ccccc2c1/C=N/n1c(C)nnc1-n1nc(C)cc1C	-58	-2
COC(=O)C1=C(C)N(CCCC(=O)O)C(=O)NC1c1ccc([N+](=O)[O-])cc1 (centres undefined)	x	7
CO/N=C(\Cn1ncc(N2CCCC2)c(Cl)c1=O)c1ccc(Cl)cc1	x	-7
COCc1[nH]nc2c1C(c1ccc(OC)cc1)C(C#N)=C(N)O2 (centres undefined)	6	-9

(more compounds)
SMILES	RT RNaseH block	RmlCD inh mix
COc1cccc(N(C(=O)c2cccs2)c2nc3ccccc3s2)c1	-26	-5
CCOc1cc(/C=N/O)cc(Br)c1OCc1ccc(Cl)cc1	x	14
COc1ccccc1-c1cc(C(=O)NCCCn2ccnc2)no1	-18	-4
CC(C)Cn1cnc2sc3c(c2c1=N)CCCC3	x	15
CCOc1ccccc1NC(=O)C1CCN(C(=O)NCc2ccccc2)CC1	x	5
C=CCOc1nc2c(c(=O)n(C)c(=O)n2C)n1Cc1c(Cl)cccc1Cl	-25	10
CC(C)(C)C1=Nn2c(nnc2-c2ccco2)SC1	-8	11
CC/C(=C\C(=O)c1cccnc1)Nc1ccc(C)c(C)c1	-24	8
CC(Sc1ccccc1)C(=O)Nc1ccccc1C(=O)N1CCOCC1 (centres undefined)	x	9
Cc1ccccc1CN1C(=O)[C@H]2Cc3c([nH]c4ccccc34)C(C)(C)N2C1=O	x	-13
C=CCSc1nnc(NC(=O)COc2ccc3ccccc3c2)s1	x	-2
N#Cc1nc(-c2ccco2)oc1N1CCN(c2cccc(Cl)c2)CC1	-3	11
Clc1ccc(N2CCN(c3ncnc4c3oc3ccccc34)CC2)cc1	14	-7
COc1ccccc1NC1=NC2(CCCC2)N=C(N)N1	-9	3
Cn1c(SCC(=O)N2CCOCC2)nnc1-c1cccc(NC(=O)c2ccccc2F)c1	3	8
CC(=O)NS(=O)(=O)c1ccc(NC(=S)NC(=O)c2ccco2)cc1	x	10
CCCc1cc(C(=O)NCc2cccs2)no1	-6	10
Cc1cnc(C(=O)Nc2ccccc2-c2ccc(C)o2)cn1	-12	35
O=C(CSc1nnc(-c2ccco2)o1)NC1CC2CCC1C2 (centres undefined)	-1	-7
O=C(NNC(=S)Nc1ccccc1)c1ccco1	x	10
CSc1ccccc1NC(=O)c1cnc2n(c1=O)CCS2	21	-12
CCCCN1C(=O)C2NN=C(C(=O)OCC)C2C1=O (centres undefined)	x	12
COc1ccc(-c2cnc(SCC(=O)Nc3nc(C(C)(C)C)cs3)n2Cc2ccco2)cc1	x	3
O=C(Nc1ccc2c(c1)OCCO2)C1CCC1	-2	-17
C#CCOCCOCCOCCNc1nc(N2CCN(C(=O)[C@H](CCC(=O)O)n3cc(C(N)CC(C)C)nn3)CC2)nc(N2CCN(C(=O)[C@H](CCC(=O)O)n3cc(C(N)[C@H](C)CC)nn3)CC2)n1 (some centres undefined)	x	8
CCN1CCN(c2cc(-c3ccccc3)nc3cc(-c4cccc(F)c4)nn23)CC1	x	-26
COC(=O)c1ccc(C(=O)OC)c(NC(=O)c2ocnc2C)c1	-1	x
CCc1cccc2c(C#N)cn(CCOc3ccccc3OC)c12	-4	-25
CCN(CC)CC(=O)Nc1nc(-c2ccc(Cl)cc2)cs1	x	-1
COc1ccc(-c2nc3c(c(=O)[nH]c(=O)n3Cc3ccccc3)n2Cc2ccccc2)cc1	x	-8
C=CCn1c(=N)n(CC(O)COc2ccc(OC)cc2)c2ccccc21 (centres undefined)	-2	-13
CCOc1ccccc1C(=O)N1CCOCC1	x	13
Cc1ccc2cc(CN(CC3CCCO3)S(=O)(=O)c3ccc4c(c3)OCCO4)c(=O)[nH]c2c1C (centres undefined)	-21	3
CCOCCCn1c(SCC(=O)NC(C)(C)C)nc2ccccc2c1=O	0	-3
CC(C)Cn1c(N)c(C(=O)COC(=O)c2cc(-c3ccco3)nc3ccccc23)c(=O)n(C)c1=O	86*	x
CCC(C)Sc1nnc(Cc2cc(=O)[nH]c(=O)[nH]2)n1-c1ccc(F)cc1 (centres undefined)	-2	7
Cc1ccccc1N(CC(=O)N/N=C/c1ccccc1Cl)C(=O)c1ccccc1	x	13
CCC(Sc1nc2n[nH]c(C)c2c(=N)n1-c1ccc(C)c(Cl)c1)C(=O)N1CCOCC1 (centres undefined)	-22	-8
CCN(CC)CC#CC(C)(C)OC(C)=O	x	-10
CCOC(=O)CSc1nc2c(sc(=S)n2Cc2ccco2)c(=O)n1-c1ccc(F)cc1	1	-8
N#Cc1c(NC(=O)CN2CCN(C(=O)c3ccco3)CC2)sc2c1CCCCC2	12	-16
O=C(C1CCCO1)N1CCN(Cc2nc3ccccc3c(=O)[nH]2)CC1 (centres undefined)	-10	8
CCOC(=O)c1ccc(NC2OC(=O)c3ccccc32)cc1 (centres undefined)	-2	-1
COc1ccc(CS(=O)(=O)/C(Cl)=C(/Cl)C(=O)Nc2ccc(OC)nc2)cc1	x	-15
OCC12COC(c3ccccc3)N1C(c1ccccc1)OC2 (centres undefined)	-9	12
O=C(Cc1sc(-c2ccccc2Cl)nc1-c1ccccc1)Nc1ccc(F)cc1	x	11
O=C(NNc1cccc(Cl)n1)c1c(Cl)cccc1Cl	x	-16
COc1ccc(Cn2nnnc2CN(Cc2cc3cc(C)ccc3[nH]c2=O)C2CCCC2)cc1	21	8
O=C(NCc1ccc(N2CCCC2=O)cc1)NC1CCCCC1	-8	-24
CCOC(=O)N1CCC(Nc2c(NCCCOC)c(=O)c2=O)CC1	-11	62
Cc1c(C#N)c(N=CN(C)C)c(C(=O)c2ccccc2)n1-c1ccccc1	-7	-4
CCCc1cc2c(cc1NC(=O)c1ccc(C)cc1)OCO2	x	-7
Cc1nnc(NC(=O)Cn2cnc3c2c(=O)n(C)c(=O)n3C)s1	x	7
CCOc1ccc(-c2nnc(-c3cccs3)o2)cc1	x	-58
Cc1ccc(-c2cc(C)nc3nc(N)nn23)cc1	x	26
CCN(CCC(=O)Nc1ccc(Br)c(C)c1)Cc1ccccc1	x	-25
O=C(Cc1cccc2ccccc12)Nc1ccc(-c2cc3ccccc3oc2=O)cc1	x	131
Cc1nc2ccccc2cc1OCc1ccc(F)cc1	x	-3
O=S(=O)(NCc1cccnc1)c1cccs1	8	6
COc1cccc(NC(=O)COc2ccc(C)cc2)c1	x	3

One compound at a time, as listed above.
Results for `CCOC(=O)c1ccc(NC2OC(=O)c3ccccc32)cc1` (centres undefined) → RT RNaseH block: -2; RmlCD inh mix: -1
Results for `Clc1ccc(N2CCN(c3ncnc4c3oc3ccccc34)CC2)cc1` → RT RNaseH block: 14; RmlCD inh mix: -7
Results for `Cc1cc(=O)[nH]c(N2CCN(C(c3ccccc3)c3ccccc3)CC2)n1` → RT RNaseH block: 4; RmlCD inh mix: 4

The list continues:
SMILES	RT RNaseH block	RmlCD inh mix
CCCN(CCC)CCCNS(=O)(=O)c1ccc2c(c1)oc(=O)n2C	0	6
CCOc1ccc(S(=O)(=O)Nc2ccccn2)c2ccccc12	x	12
Cc1cc(C)n(-c2ccc(C(=O)Nc3nnc(C4CC4)s3)cc2)n1	-7	-8
CCOC(=O)c1cc2c(ccn2C)n1CC(=O)N1CCC(Cc2ccccc2)CC1	-1	0
CCC(CC)C(=O)Nc1cc(C(=O)NCCc2ccccc2)ccc1Cl	x	-18
CCOc1ccc(NCc2nnc(SCC(=O)Nc3cc(C)on3)n2-c2ccc(OC)cc2)cc1	5	-11
Cc1ccc2nc(-c3ccccc3)cn2c1	-8	9
COC(=O)c1ccc(NC(=O)c2ccc(C)cc2)o1	x	-2
O=c1oc2c(CN3CCCCC3)c(O)ccc2cc1-c1nc2ccccc2[nH]1	-26	x
Cc1ccccc1N(CC(=O)N/N=C/c1ccc(F)cc1)C(=O)c1ccccc1	x	-7
O=C(CSc1nnc2c3c4c(sc3ncn12)CCCC4)NCc1ccco1	0	-4
O=S(=O)(c1cccc(NC(=S)Nc2ccc(Br)cc2Cl)c1)N1CCOCC1	x	-8
Cc1c(Cc2ccc3c(c2)OCO3)sc(NC(=O)C(C)(C)C)c1C#N	x	6
CCCCN(CC)C(=O)c1n[nH]c(=O)c2ccccc12	x	5
CCCNC(=O)CS(=O)(=O)Cc1nc(-c2cccc(OC)c2)oc1C	-5	-15
O=C(Nc1cccnc1)Nc1ccccc1Cl	0	5
O=C1C2CCCN2C(c2ccc(F)cc2)N1c1nccs1 (centres undefined)	-10	-17
CC(=O)c1ccc(NS(=O)(=O)Cc2ccc(Cl)cc2)cc1	x	9
CCOC(=O)c1sc(N(Cc2ccccc2)C(=O)CSc2ncn[nH]2)nc1C	x	-10
O=C1Nc2ccccc2C1(O)Cc1ccncc1 (centres undefined)	-17	-49
Cc1cc(NC(=O)c2cc(-c3ccc(C)s3)nc3ccccc23)no1	x	-44
COc1cc(C2CC(=O)c3c([nH]c(C(=O)OCCOC(C)C)c3C)C2)cc(OC)c1OC (centres undefined)	-29	-4

Exported as labelled records: entries from further up.
CCOc1ccc(NCc2nnc(SCC(=O)Nc3cc(C)on3)n2-c2ccc(OC)cc2)cc1
  RT RNaseH block = 5	RmlCD inh mix = -11

Cc1ccc2nc(-c3ccccc3)cn2c1
  RT RNaseH block = -8	RmlCD inh mix = 9

COC(=O)c1ccc(NC(=O)c2ccc(C)cc2)o1
  RT RNaseH block = x	RmlCD inh mix = -2

O=c1oc2c(CN3CCCCC3)c(O)ccc2cc1-c1nc2ccccc2[nH]1
  RT RNaseH block = -26	RmlCD inh mix = x

An excerpt, so the mix of outcomes need not match the whole.
